Screening results (PubChem)
D2 potentiator – positive allosteric modulators of human D2 dopamine receptor. HEK293 T-REx D2, calcium flux, EC20 dopamine potentiation. potentiation, % at 10 µM. 0.34% of 340,000 active. AID 485347;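 active = potentiation over 3 SD above the plate norm, cut at about 30% in these data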; note: 0% is about no effect
Target sequence (P14416 whole entry, looked up): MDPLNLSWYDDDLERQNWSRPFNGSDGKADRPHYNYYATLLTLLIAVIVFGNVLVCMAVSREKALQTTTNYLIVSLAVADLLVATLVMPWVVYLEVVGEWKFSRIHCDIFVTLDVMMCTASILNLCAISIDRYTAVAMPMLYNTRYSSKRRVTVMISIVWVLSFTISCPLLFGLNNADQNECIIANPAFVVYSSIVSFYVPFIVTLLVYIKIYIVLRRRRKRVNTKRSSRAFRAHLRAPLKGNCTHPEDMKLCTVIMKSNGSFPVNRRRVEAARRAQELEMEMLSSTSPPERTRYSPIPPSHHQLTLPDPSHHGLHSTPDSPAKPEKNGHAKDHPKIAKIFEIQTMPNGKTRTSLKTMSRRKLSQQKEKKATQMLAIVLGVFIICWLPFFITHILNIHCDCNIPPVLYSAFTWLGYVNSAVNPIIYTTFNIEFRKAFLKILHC
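Potentiation of an EC20 dopamine calcium response is measured in a force-coupled, tetracycline-inducible Hek293 Trex D2 line. Compound-only kinetic reads over 180 s flag agonists before dopamine addition.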
D2 ag – agonists of human D2 dopamine receptor | P14416 | HEK293 T-REx D2 cells, calcium flux agonist mode | activation, % at 2 µM | 0.53% of 340,000 active | AID 485358;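 active = activation over 3 SD above normal in the single-dose calcium agonist read, cut at about 30% in these data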; note: 0% is about no effect
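In this primary screen, compounds producing a positive calcium signal within 180 s of addition to tetracycline-induced, force-coupled HEK293 Trex D2 cells are flagged; cells are dye-loaded with a no-wash calcium kit beforehand.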
D1 antag – antagonists of human D1 dopamine receptor | P21728 | HEK293 TREx D1 cells, calcium flux, dopamine EC80; hits give low values | activity change, negative = inhibition, % at 10 µM | 3.2% of 360,000 active; in the data active = activity change below about -30%; note: % is set by controls: 0 for no effect and ±100 for the full control effect
Target sequence (P21728 whole entry, looked up): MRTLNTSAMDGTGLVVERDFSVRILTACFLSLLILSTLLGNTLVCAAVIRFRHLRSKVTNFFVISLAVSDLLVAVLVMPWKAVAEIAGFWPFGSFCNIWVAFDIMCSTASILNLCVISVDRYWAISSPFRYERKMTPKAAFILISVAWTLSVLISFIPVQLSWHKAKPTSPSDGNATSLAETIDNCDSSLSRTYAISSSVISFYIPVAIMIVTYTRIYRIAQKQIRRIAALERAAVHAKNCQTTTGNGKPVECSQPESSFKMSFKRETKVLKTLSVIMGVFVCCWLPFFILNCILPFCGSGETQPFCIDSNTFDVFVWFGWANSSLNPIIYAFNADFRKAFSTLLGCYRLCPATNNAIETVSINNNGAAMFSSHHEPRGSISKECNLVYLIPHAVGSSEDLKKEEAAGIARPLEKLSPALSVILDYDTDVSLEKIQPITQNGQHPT
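After overnight tetracycline induction at 30 C, force-coupled D1 HEK293 cells took up a no-wash calcium dye at room temperature. Compounds were added and monitored 180 s, and the response to EC80 dopamine was then recorded.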
RXFP1 antag – RXFP1 (human) relaxin receptor antagonism. AID 1259400. 0.59% of 350,000 active. activity change, negative = inhibition, % at 57.5 µM. HEK293-RXFP1, relaxin-stimulated cAMP HTRF, 30 min; hits give low values;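 active = activity change of -60% or lower, but not beyond a set lower limit; inconclusive = change between -60% and -40%, or beyond the set limit; inactive = change above -40%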; note: % is set by controls: 0 for no effect and ±100 for the full control effect
D2 antagonist – antagonists of human D2 dopamine receptor; inhibition, % at 10 µM; P14416; HEK293 TREx D2 cells, calcium flux, dopamine EC80; 2% of 340,000 active; in the data active = inhibition above about 30%; note: 0% is about no effect
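HEK293 T-REx D2 cells, tet-induced, calcium dye no-wash. Cpd pintool add, 180 s kinetic, then EC80 DA, 180 s kinetic. Ca flux read.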
D1 ag – human D1 receptor agonism; P21728; 1% of 360,000 active; activation, % at 2 µM; AID 504660; HEK293 T-REx D1 cells, calcium flux, agonist mode; note: 0% is about no effect
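Tetracycline-induced HEK293 TREx D1 cells, force-coupled to calcium signalling, were dye-loaded with a no-wash calcium kit. Compound was pin-added after a 10 s baseline. Fluorescence was read kinetically at 1 cycle/s for 180 s, with calcium rises flagged as agonism.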
D1 PAM – enhances dopamine response at the human D1 receptor; P21728; HEK293 TREx D1 cells, calcium flux, dopamine EC20 potentiation; potentiation, % at 10 µM; 0.036% of 360,000 active; in the data active = potentiation above about 30%; note: 0% is about no effect
TRHR ag – TRH receptor (human) agonism; activation, % at 2 µM; AID 493084; P34981; TRHR cells, calcium flux fluo-8, FDSS agonist mode; 0.18% of 360,000 active; note: 0% is about no effect
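TRHR-expressing cells loaded with fluo-8 calcium dye; 23 nL library compound pin-transferred, kinetic FDSS fluorescence (Ex 480/Em 530) recorded about 180 s for agonist-induced calcium release, before a 10 nM TRH EC20 addition for potentiator mode.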
TRHR enhancer – allosteric enhancers of human TRH receptor; enhancement, % at 2 µM; 0.66% of 360,000 active; TRHR cells, fluo-8 calcium fluorescence, EC20 TRH enhancement; AID 493056; in the data active = enhancement above about 30%; note: 0% is about no effect
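Enhancer read-out: after compound pinning and an initial kinetic agonist-mode read, an EC20 of TRH (10 nM final) was injected and fluo-8 calcium signal (Ex 480/Em 530) followed at 1 s/cycle for 100 cycles in TRHR-expressing cells.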
The depositor's hits bear a star. Cut-off read from the data, not from the text of the source, unless noted: active = activation above about 30%; inactive = the rest.

How did C/C(CCc1ccco1)=N\NC(=O)CNc1cccc2ccccc12 do in these assays?
D2 potentiator: -7; D2 ag: -0.7; D1 antag: -16; RXFP1 antag: -10; D2 antagonist: -5; D1 ag: 4; TRHR ag: 0.6; TRHR enhancer: 4

How did COc1ccc2nc(Nc3nc(CSc4nnnn4-c4ccccc4)cc(=O)[nH]3)nc(C)c2c1 do in these assays?
D2 potentiator: -5; D2 ag: -0.7; D1 antag: 3; RXFP1 antag: -9; D2 antagonist: 4; D1 ag: 0; D1 PAM: -4; TRHR ag: -0.2; TRHR enhancer: -14

What do the screens show for `COC(=O)COc1cccc2c(=O)n(CC(=O)N3CCCCC3)ccc12`?
D2 potentiator: 1; D2 ag: -0.2; D1 antag: -3; RXFP1 antag: 3; D2 antagonist: -2; D1 ag: 4; D1 PAM: -2; TRHR ag: 0.1; TRHR enhancer: 5

What do the screens show for `COc1cccc(N2CC(NC(=O)c3ccc4c(c3)OCO4)CC2=O)c1` (stereo not drawn)?
D2 potentiator: -10; D2 ag: -0.4; RXFP1 antag: 3; D1 ag: -3; D1 PAM: -2; TRHR ag: -0.2; TRHR enhancer: 2

How did CCOC(=O)CC(NC(=O)c1cc2cc(Br)ccc2oc1=O)c1cccc([N+](=O)[O-])c1 (stereo not drawn) do in these assays?
D2 potentiator: -7; D2 ag: 2.4; D1 antag: 8; RXFP1 antag: -13; D2 antagonist: 0; D1 ag: 0; D1 PAM: 5; TRHR ag: 0.1; TRHR enhancer: 1

Results for Cc1cc2c(cc1S(=O)(=O)C(C)CC(=O)NCc1ccco1)OCC(=O)N2 (stereo not drawn) ?
D2 potentiator: 5; D2 ag: 0.1; D1 antag: -14; RXFP1 antag: 23; D2 antagonist: -20; D1 ag: 4; D1 PAM: -1; TRHR ag: 0.2; TRHR enhancer: -2

How did O=C(COc1ccc2ccc(=O)oc2c1)Nc1c(Cl)cccc1C(F)(F)F do in these assays?
D2 potentiator: -4; D2 ag: 0.3; D1 antag: -3; RXFP1 antag: -2; D2 antagonist: -9; D1 ag: 3; D1 PAM: 4; TRHR ag: 0.1; TRHR enhancer: -6

What do the screens show for `O=C(NCc1ccccc1OC(F)(F)F)C1CCC(=O)N(C2CC2)C1` (stereo not drawn)?
D2 potentiator: -1; D2 ag: 0.0; D1 antag: -3; RXFP1 antag: 2; D2 antagonist: -24; D1 ag: 6; D1 PAM: -3; TRHR ag: 1.3; TRHR enhancer: 2

What do the screens show for `CCCSc1nc2c(c(=O)[nH]c(=O)n2C)n1CC(O)COc1ccccc1` (stereo not drawn)?
D2 potentiator: -1; D2 ag: -0.2; D1 antag: -3; RXFP1 antag: -19; D2 antagonist: 2; D1 ag: 1; D1 PAM: -1; TRHR ag: -0.5; TRHR enhancer: -3

Results for C=CCC(=O)NC1CC(C)(C)Cc2c1cnn2-c1ccc(C)cc1 (stereo not drawn) ?
D2 potentiator: -20; D2 ag: 72*; D1 antag: -17; RXFP1 antag: 3; D2 antagonist: 14; D1 ag: 0; D1 PAM: -9; TRHR ag: -1.0; TRHR enhancer: -5

Results for N#C/C(=N\Nc1ccccc1)C(=N)N1CCOCC1 ?
D2 potentiator: -2; D2 ag: -0.5; D1 antag: -4; RXFP1 antag: -3; D2 antagonist: 12; D1 ag: 0; D1 PAM: 0; TRHR ag: 0.4; TRHR enhancer: 1

Results for Cc1c(C(=O)NCc2cccnc2)oc2ccc(S(=O)(=O)N3CCCCC3)cc12 ?
D2 potentiator: 6; D2 ag: 0.7; D1 antag: 12; RXFP1 antag: 3; D2 antagonist: 2; D1 ag: 9; D1 PAM: -6; TRHR ag: 0.9; TRHR enhancer: -13

How did CCCC(C)NC(=O)CSc1nc2ccc(C)cc2[nH]1 (stereo not drawn) do in these assays?
D2 potentiator: -3; D2 ag: 2.2; D1 antag: 11; RXFP1 antag: 1; D2 antagonist: -9; D1 ag: 4; D1 PAM: -4; TRHR ag: -0.8; TRHR enhancer: -2

How did O=C(c1ccccc1)c1ccc2nc(N3CCCCC3)c3nncn3c2c1 do in these assays?
D2 potentiator: 1; D2 ag: -1.8; D1 antag: 13; D2 antagonist: -2; D1 ag: 0; D1 PAM: -1; TRHR ag: -0.9; TRHR enhancer: -4

What do the screens show for `OC(CN1CCCCC1)Cn1c2ccccc2c2cc(Br)ccc21` (stereo not drawn)?
D2 potentiator: -28; D2 ag: 39*; D1 antag: -63*; RXFP1 antag: inconclusive; D2 antagonist: 80*; D1 ag: 45*; D1 PAM: -5; TRHR ag: 2.3; TRHR enhancer: -3

Results for O=C(Nc1ccc(OCC(=O)N2CCC(Cc3ccccc3)CC2)cc1)c1ccco1 ?
D2 potentiator: 10; D2 ag: 1.4; D1 antag: 3; RXFP1 antag: -3; D2 antagonist: 14; D1 ag: 4; D1 PAM: 1; TRHR ag: -0.8; TRHR enhancer: 1

What do the screens show for `CCN1CCC2(CC1)N=C(c1ccc(F)cc1)C(=S)N2`?
D2 potentiator: 5; D2 ag: 0.6; D1 antag: 5; RXFP1 antag: 5; D2 antagonist: -13; D1 ag: 3; D1 PAM: -1; TRHR ag: 0.6; TRHR enhancer: 7

What do the screens show for `O=c1cc(CSc2nnnn2-c2ccc(O)cc2)nc2sccn12`?
D2 potentiator: 14; D2 ag: -1.1; D1 antag: -17; RXFP1 antag: 10; D2 antagonist: 24; D1 ag: 6; D1 PAM: 0; TRHR ag: -0.3; TRHR enhancer: 1

What do the screens show for `COc1cc(/C=C/C(=O)OCC(=O)N2CC3(C)CC2CC(C)(C)C3)ccc1O` (stereo not drawn)?
D2 potentiator: -4; D2 ag: 0.1; D1 antag: 4; RXFP1 antag: -13; D2 antagonist: -7; D1 ag: 3; D1 PAM: 1; TRHR ag: 2.3; TRHR enhancer: 5

Results for CCOc1cc(C(=O)NC(CC(=O)O)c2ccc(OC3CCCC3)cc2)cc(OCC)c1OCC (stereo not drawn) ?
D2 potentiator: 10; D2 ag: -0.5; D1 antag: 11; RXFP1 antag: 8; D2 antagonist: -6; D1 ag: 1; D1 PAM: -1; TRHR ag: 0.8; TRHR enhancer: -4

Sorted by length of the SMILES (lowest first): part of the list above.
Results for N#C/C(=N\Nc1ccccc1)C(=N)N1CCOCC1 ?
D2 potentiator: -2; D2 ag: -0.5; D1 antag: -4; RXFP1 antag: -3; D2 antagonist: 12; D1 ag: 0; D1 PAM: 0; TRHR ag: 0.4; TRHR enhancer: 1

How did CCCC(C)NC(=O)CSc1nc2ccc(C)cc2[nH]1 (stereo not drawn) do in these assays?
D2 potentiator: -3; D2 ag: 2.2; D1 antag: 11; RXFP1 antag: 1; D2 antagonist: -9; D1 ag: 4; D1 PAM: -4; TRHR ag: -0.8; TRHR enhancer: -2

What do the screens show for `O=c1cc(CSc2nnnn2-c2ccc(O)cc2)nc2sccn12`?
D2 potentiator: 14; D2 ag: -1.1; D1 antag: -17; RXFP1 antag: 10; D2 antagonist: 24; D1 ag: 6; D1 PAM: 0; TRHR ag: -0.3; TRHR enhancer: 1

Results for Cc1c(C(=O)NCc2cccnc2)oc2ccc(S(=O)(=O)N3CCCCC3)cc12 ?
D2 potentiator: 6; D2 ag: 0.7; D1 antag: 12; RXFP1 antag: 3; D2 antagonist: 2; D1 ag: 9; D1 PAM: -6; TRHR ag: 0.9; TRHR enhancer: -13

What do the screens show for `COc1cc(/C=C/C(=O)OCC(=O)N2CC3(C)CC2CC(C)(C)C3)ccc1O` (stereo not drawn)?
D2 potentiator: -4; D2 ag: 0.1; D1 antag: 4; RXFP1 antag: -13; D2 antagonist: -7; D1 ag: 3; D1 PAM: 1; TRHR ag: 2.3; TRHR enhancer: 5

Next section
Results for Cc1ccc(N2CC(C(=O)Nc3ccccc3C(=O)NC3CCCCC3)CC2=O)cc1 (stereo not drawn) ?
D2 potentiator: 8; D2 ag: -0.3; D1 antag: 9; RXFP1 antag: 24; D2 antagonist: -22; D1 ag: 1; D1 PAM: -5; TRHR ag: -0.7; TRHR enhancer: 3

How did COc1ccccc1C(=O)NCCn1cc(SCC(=O)NCc2ccco2)c2ccccc21 do in these assays?
D2 potentiator: -3; D2 ag: 1.1; D1 antag: -4; RXFP1 antag: 5; D2 antagonist: -7; D1 ag: -3; D1 PAM: -5; TRHR ag: -0.8; TRHR enhancer: 0

Results for CS(=O)(=O)N(Cc1ccc(F)cc1)Cc1nc2ccccc2c(=O)[nH]1 ?
D2 potentiator: 15; D2 ag: 0.4; D1 antag: 2; RXFP1 antag: 0; D2 antagonist: 19; D1 ag: 1; D1 PAM: 5; TRHR ag: 0.0; TRHR enhancer: 5

Results for CC[n+]1ccccc1/C=C/Nc1ccccc1 ?
D2 potentiator: -4; D2 ag: 0.3; D1 antag: -12; RXFP1 antag: 3; D2 antagonist: 15; D1 ag: 1; D1 PAM: -9; TRHR ag: 1.6; TRHR enhancer: -1

Results for Cc1ccc(NC(=O)CN2C(=O)NC3(CCCc4ccccc43)C2=O)cc1S(=O)(=O)N1CCOCC1 (stereo not drawn) ?
D2 potentiator: 2; D2 ag: 0.7; D1 antag: 11; RXFP1 antag: -5; D2 antagonist: 17; D1 ag: 0; D1 PAM: 0; TRHR ag: 0.1; TRHR enhancer: -1

How did CC(C)C(=O)c1cn(CC(=O)NCc2ccco2)c2ccccc12 do in these assays?
D2 potentiator: -3; D2 ag: -0.2; D1 antag: -21; RXFP1 antag: 2; D2 antagonist: -14; D1 ag: 0; D1 PAM: -4; TRHR ag: -0.2; TRHR enhancer: -7

Results for COc1ccc(CC(=O)NNS(=O)(=O)c2ccc(F)cc2)cc1OC ?
D2 potentiator: -8; D2 ag: 1.0; D1 antag: -1; RXFP1 antag: -12; D2 antagonist: 13; D1 ag: 3; D1 PAM: -4; TRHR ag: -0.9; TRHR enhancer: -4

What do the screens show for `Cc1ccccc1S(=O)(=O)Cc1ccc(C(=O)NC2CCCC2)o1`?
D2 potentiator: -4; D2 ag: -1.8; D1 antag: -14; RXFP1 antag: 7; D2 antagonist: -4; D1 ag: 3; D1 PAM: 11; TRHR ag: -0.3; TRHR enhancer: -1

Results for Cn1cnc(S(=O)(=O)N2CCCC(C(=O)NCc3ccccc3)C2)c1 (stereo not drawn) ?
D2 potentiator: 0; D1 antag: 3; RXFP1 antag: -2; D1 ag: -1; D1 PAM: -1; TRHR ag: 0.1; TRHR enhancer: 0

Results for CCCCN(C(=O)C1CC1)C1CCS(=O)(=O)C1 (stereo not drawn) ?
D2 potentiator: 5; D2 ag: 0.0; D1 antag: 37; RXFP1 antag: 8; D2 antagonist: -12; D1 ag: 6; D1 PAM: -2; TRHR ag: -0.8; TRHR enhancer: -2

How did Cc1ccc(-c2csc(-c3cc4c([nH]c3=O)CC(c3ccccc3)CC4=O)n2)cc1 (stereo not drawn) do in these assays?
D2 potentiator: 5; D2 ag: 1.8; D1 antag: 3; RXFP1 antag: -19; D1 ag: 5; D1 PAM: 1; TRHR ag: 2.1; TRHR enhancer: 16
